From PubChem
CHT PAM = allosteric activators of human choline transporter CHT | Q9GZV3 | 0.49% of 310,000 active | B-score at 10 µM | CHT-expressing cells, membrane potential dye, choline EC20; stronger effect = higher value; LV-AA mutant CHT in HEK293 cells;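 active = initial fluorescence not abnormally high and integrated response B-score, plate-corrected, over 3 SD above library mean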
Target sequence (Q9GZV3 whole entry, looked up): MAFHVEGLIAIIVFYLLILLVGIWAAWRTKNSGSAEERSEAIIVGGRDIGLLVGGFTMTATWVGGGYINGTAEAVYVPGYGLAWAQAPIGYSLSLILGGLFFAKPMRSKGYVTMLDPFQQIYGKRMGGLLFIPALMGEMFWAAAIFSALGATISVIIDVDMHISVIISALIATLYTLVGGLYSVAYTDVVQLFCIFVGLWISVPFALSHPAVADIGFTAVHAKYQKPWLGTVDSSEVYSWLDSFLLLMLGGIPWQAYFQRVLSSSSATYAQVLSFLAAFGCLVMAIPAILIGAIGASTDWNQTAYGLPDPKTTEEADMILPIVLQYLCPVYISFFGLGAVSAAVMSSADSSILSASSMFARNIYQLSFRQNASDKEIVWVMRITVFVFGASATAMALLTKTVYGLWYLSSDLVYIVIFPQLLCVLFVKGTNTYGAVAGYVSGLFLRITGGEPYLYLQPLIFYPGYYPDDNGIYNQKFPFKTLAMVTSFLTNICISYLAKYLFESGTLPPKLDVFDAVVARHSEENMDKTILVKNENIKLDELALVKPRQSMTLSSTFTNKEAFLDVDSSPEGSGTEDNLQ
CHT inh = human CHT choline transport inhibition. Q9GZV3. CHT-expressing cells, membrane potential dye, choline response; stronger effect = lower value. B-score at 10 µM. 0.86% of 310,000 active;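 active = B-score over 3 SD under the library average, and starting fluorescence ratio not unusually high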;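 note: choline stimulus applied at its EC90 after an EC20 pre-addition; B-score computed on integrated fluorescence ratio after choline addition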
STK33 kinase inh = inhibitors of human STK33 kinase. Q9BYT3. purified STK33, MBP phosphorylation, ADP-Glo luminescence. inhibition, % at 10 µM. 0.073% of 320,000 active. AID 2661;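 active = inhibition at or above 25%, using the most active replicate where run in duplicate; inactive = inhibition below 25%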
Target sequence (Q9BYT3 whole entry, looked up): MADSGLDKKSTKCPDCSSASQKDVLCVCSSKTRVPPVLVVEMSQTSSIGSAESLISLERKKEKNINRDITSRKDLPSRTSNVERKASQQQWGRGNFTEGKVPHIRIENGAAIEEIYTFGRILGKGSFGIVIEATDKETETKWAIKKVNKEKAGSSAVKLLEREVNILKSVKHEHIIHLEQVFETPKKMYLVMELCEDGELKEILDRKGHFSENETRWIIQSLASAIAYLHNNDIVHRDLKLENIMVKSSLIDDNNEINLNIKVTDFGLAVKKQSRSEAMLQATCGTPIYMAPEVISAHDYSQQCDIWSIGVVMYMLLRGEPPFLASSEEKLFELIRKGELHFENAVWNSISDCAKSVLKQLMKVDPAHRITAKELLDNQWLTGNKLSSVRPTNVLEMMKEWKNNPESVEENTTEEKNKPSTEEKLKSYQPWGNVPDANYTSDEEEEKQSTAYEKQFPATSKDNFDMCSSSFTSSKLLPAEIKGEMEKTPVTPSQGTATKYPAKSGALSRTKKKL
Numbers without * were called inactive; i = inactive; . = no result given.

The first six records as a preview:
SMILES | CHT PAM | CHT inh | STK33 kinase inh
O=C(CCCOc1ccc(Cl)cc1)Nc1cccc(C(=O)O)c1 | i | i | -0.2
CCOC(=O)c1sc2nccc(N(C)C)c2c1N=CNOCc1ccccc1 | i | i | 0.9
O=C(N/N=C/c1cccs1)c1ccc2ccccc2c1 | i | i | 1.8
CSc1nnc(NC(=O)C2CCCCC2)s1 | i | i | -1.2
CCc1c(C(=O)Nc2ccc(C)c(C)c2)[nH]c(C)c1C(C)=O | i | i | 1.3
O=c1ccc(-c2ccc(S(=O)(=O)Nc3ccccc3Cl)o2)n[nH]1 | i | i | -2.2

The listing (from the top)
SMILES | CHT PAM | CHT inh | STK33 kinase inh
O=C(CCCOc1ccc(Cl)cc1)Nc1cccc(C(=O)O)c1 | i | i | -0.2
CCOC(=O)c1sc2nccc(N(C)C)c2c1N=CNOCc1ccccc1 | i | i | 0.9
O=C(N/N=C/c1cccs1)c1ccc2ccccc2c1 | i | i | 1.8
CSc1nnc(NC(=O)C2CCCCC2)s1 | i | i | -1.2
CCc1c(C(=O)Nc2ccc(C)c(C)c2)[nH]c(C)c1C(C)=O | i | i | 1.3
O=c1ccc(-c2ccc(S(=O)(=O)Nc3ccccc3Cl)o2)n[nH]1 | i | i | -2.2
CCC(=O)Nc1cccc(NC(=O)CSc2nnnn2C)c1 | i | i | -2.2
CCCCOc1ccc(OCCNC(=O)c2ccco2)cc1 | i | i | -0.1
CCC(NC(=O)c1ccccc1O)c1ccccc1 (stereo not given) | i | i | -1.1
CCOc1cc(C=O)ccc1OS(=O)(=O)c1ccc(NC(C)=O)cc1 | i | i | 4.1
O=C(NCC1OCCc2ccccc21)c1cc(COc2ccc(F)cc2Cl)on1 (stereo not given) | i | i | 0.0
O=S(=O)(Nc1cccc(S(=O)(=O)N2CCCCCC2)c1)c1ccccc1 | i | i | -1.9
Cn1c(=O)n(C)c2cc(NC(=O)CSc3nnc(-c4ccccc4O)n3-c3ccccc3)ccc21 | i | i | -1.7
Cc1onc(-c2ccccc2)c1NC(=O)N(CCC#N)Cc1ccccc1 | i | i | -0.9
COc1ccc(/C=C2\SC(=O)N(CCc3nnc(N)s3)C2=O)cc1 | i | i | 0.3
Cc1ccc(Cl)cc1N1CCN(S(=O)(=O)c2c(C)[nH]c(=O)[nH]c2=O)CC1 | i | i | 0.0
Cc1ccc(S(=O)(=O)N/N=C/c2c(C)nn(-c3ccccc3)c2C)cc1 | i | i | 0.1
CCN(CCO)c1ncnc2onc(-c3ccc(F)cc3)c12 | i | i | -0.8
N#CC(C#N)=Cc1cccn1-c1ccc(C(=O)O)cc1 | i | i | -2.7
COc1ccccc1NC(=O)NNC(=O)c1ccc2c(c1)NC(=O)C(C)(C)O2 | i | i | 0.1
O=C(CSc1nnc(CNC(=O)C23CC4CC(CC(C4)C2)C3)n1-c1ccc(F)cc1)Nc1ccccc1 | i | i | 2.2
Brc1ccccc1Cn1c(-c2cscn2)nc2ccccc21 | i | i | -0.5
Cc1ccc(C(=O)/C=C2\NCC(C)NC2=O)cc1 (stereo not given) | i | i | -0.4
CC1CCCCC1NC(=O)CSc1nc2ccccc2[nH]1 (stereo not given) | i | i | -2.2
O=C(CSc1ccccc1C(=O)O)NCC1CCCCC1 | i | i | -1.3
C[C@]12CCC3C(CC[C@H]4CCCC[C@]34C)C1CC[C@@]2(O)CNCCO (stereo not given in full) | i | i | 0.2
N#C/C(=C(\O)c1ccco1)c1ccccn1 | i | i | -0.7
O=S1CCCSC1c1cccnc1 (stereo not given) | i | i | -4.5
Cc1ccc(S(=O)(=O)CC(=O)c2cc(C)c(O)c(C)c2)cc1 | i | i | -0.8
COc1ccc(NC2CCCN(C(=O)CCN3CCCO3)C2)cc1 (stereo not given) | i | i | -0.2
CC(=O)Nc1cc2nn(-c3ccccc3)nc2cc1Cl | i | i | -0.4
CC(C)(C)n1cnc2cc(NCc3ccc(Br)cc3)ccc21 | i | i | -0.5
CC(=O)N1CCOc2ccc(S(=O)(=O)Nc3cccc(C)c3)cc21 | i | i | 0.6
Cc1ccc(NC(=O)C2CCCN2C(=O)Oc2ccccc2)cc1 (stereo not given) | i | i | -0.1
Cc1cccc(NS(=O)(=O)c2cc(C(=O)N3CCCC3)ccc2Cl)c1 | i | i | 0.0
O=C(CN1CCc2ccccc2C1)Nc1ccccc1Cl | i | i | -0.5
CCOC(=O)c1c(-c2ccccc2)csc1N1C(=O)Nc2ccccc2N1O | i | i | -2.1
CCc1ccc(NC(=O)CSc2nc(=O)n(CCCN3CCOCC3)c3c2CCCC3)cc1 | i | i | -1.2
CN1C/C(=C/c2cccnc2)C(=O)/C(=C/c2cccnc2)C1 | i | i | -3.9
CCOC(=O)C(C)N(c1ccccc1Cl)S(C)(=O)=O (stereo not given) | i | i | -0.5
COc1ccc(C(=O)/C=C/c2cc(OC)c(O)c(OC)c2)c(F)c1 | i | i | 1.4
COc1cccc(NC(=O)C(C)C)c1 | i | i | -1.4
COc1cccc(N2CCN(c3ccc([N+](=O)[O-])cn3)CC2)c1 | i | i | -0.8
O=C(Nc1ccnn1C1CCN(C(=O)c2ccc(C(F)(F)F)cc2)CC1)C1CC1 | i | i | -0.5
CCCOc1cccc(C(=O)N(Cc2ccccc2)C2CCS(=O)(=O)C2)c1 (stereo not given) | i | i | -1.0
CSc1ccc(CCNS(=O)(=O)c2ccc3c(c2)C(C)(C)C(=O)N3C)cc1 | i | i | -0.2
CSc1nc(C)c(Cl)c(C)c1C#N | i | i | -2.1
COc1ccc(-c2n[nH]c(=S)n2Cc2ccccc2)cc1OC | i | i | -0.8
CN(Cc1ccccc1)C(=O)c1cn(C)c2ccc(S(=O)(=O)N3CCCC3)cc2c1=O | i | i | -0.4
Cc1cc(C)cc(OCC(=O)OCC(=O)Nc2ccc(Cl)cn2)c1 | i | i | 0.9

The list goes on.
SMILES | CHT PAM | CHT inh | STK33 kinase inh
O=C(OC(C(=O)NC1CCCC1)c1ccncc1)C1=Cc2ccccc2OC1 (stereo not given) | i | i | -0.9
O=C(O)c1cccc(NC(=S)NC(NC(=O)c2ccccc2[N+](=O)[O-])C(Cl)(Cl)Cl)c1 (stereo not given) | i | i | 0.9
Cc1ncoc1C(=O)N1CCCC(N2CCN(c3cccc(C(F)(F)F)c3)CC2)C1 (stereo not given) | i | i | -2.4
Cc1ccc(S(=O)(=O)NC(=O)N2CCCN(Cc3ccc(F)cc3)CC2)cc1 | i | i | 0.5
CC(NC(=O)NC12CC3CC(CC(C3)C1)C2)c1ccc2c(c1)OCO2 (stereo not given) | i | i | -1.0
COc1cc(C(F)(F)F)nc2c(Br)c(C(C)(C)C)nn12 | i | i | -2.7
Cc1cc(Cl)ccc1NC(=O)COC(=O)c1nc2nccc(C)n2n1 | i | i | -2.7
CCN(CC)S(=O)(=O)c1ccc(C)c(NC(=O)COc2ccc3c(C)cc(=O)oc3c2)c1 | i | i | -1.7
COc1cccc(-n2c(SCC(=O)Nc3cc(C)on3)nc3ccccc3c2=O)c1 | i | i | -1.7
CCCCCCCC(=O)N/N=C/c1cccnc1 | i | i | 0.3

Reprinted at random: 6 compounds from above, in no set order.
SMILES | CHT PAM | CHT inh | STK33 kinase inh
COc1cc(C(F)(F)F)nc2c(Br)c(C(C)(C)C)nn12 | i | i | -2.7
O=C(O)c1cccc(NC(=S)NC(NC(=O)c2ccccc2[N+](=O)[O-])C(Cl)(Cl)Cl)c1 (stereo not given) | i | i | 0.9
Cc1ccc(S(=O)(=O)NC(=O)N2CCCN(Cc3ccc(F)cc3)CC2)cc1 | i | i | 0.5
CC(NC(=O)NC12CC3CC(CC(C3)C1)C2)c1ccc2c(c1)OCO2 (stereo not given) | i | i | -1.0
O=C(OC(C(=O)NC1CCCC1)c1ccncc1)C1=Cc2ccccc2OC1 (stereo not given) | i | i | -0.9
Cc1cc(Cl)ccc1NC(=O)COC(=O)c1nc2nccc(C)n2n1 | i | i | -2.7

Next part.
SMILES | CHT PAM | CHT inh | STK33 kinase inh
COc1cc(OC)c(NC(=O)CCNC(=O)Cn2ccc3ccccc3c2=O)cc1Cl | i | i | -3.7
CC(C)CCNC(=O)CCn1nc(-c2ccccc2)ccc1=O | i | i | 0.0
COc1ccccc1N1CCN(Cc2nc3ccsc3c(=O)[nH]2)CC1 | i | i | 0.3
CCOc1ccc(NC(=O)CN(C)C(=O)CCNC(=O)c2ccccc2Cl)cc1OCC | i | i | -0.9
CCCCNC(=O)CSc1nc2cc3c(cc2c(=O)n1CCCC(=O)NCCc1ccc(OC)c(OC)c1)OCO3 | i | i | -0.5
COC(=O)Cc1cc(=O)n2[nH]c(C)c(-c3ccccc3)c2n1 | i | i | -1.4
COc1ccc(-c2ocnc2C(=O)N2CCN(C(c3ccccc3)c3ccccc3)CC2)cc1 | i | i | -1.0
Cc1cccc2cc3c(NC(=O)C(C)C)nn(C)c3nc12 | i | i | 0.1
Cc1ccc(C(O)Cn2cc([N+](=O)[O-])nc2C)cc1 (stereo not given) | i | i | -0.6
O=C(c1cccc([N+](=O)[O-])c1)N(c1ccccn1)c1ccccn1 | i | i | 0.2
CCN1/C(=C\c2ccc3ccccc3[n+]2CC)Sc2cc(C)ccc21 | i | i | 0.4
O=C(Cn1cnc([N+](=O)[O-])n1)N/N=C/c1cccc2ccccc12 | i | i | 0.1
Cc1[nH]n2c(=O)cc(C(C)(C)C)nc2c1-c1ccccc1 | i | i | 1.0
CCCCNC(=O)c1ccc(NS(=O)(=O)c2ccc3[nH]c(=O)[nH]c3c2)cc1 | i | i | -2.5
CCCN1Cc2cccc(C(=O)N3CCN(c4ccc(F)cc4)CC3)c2C1=O | i | i | 0.3
COc1ccc(CNC(=O)c2noc(C)c2[N+](=O)[O-])cc1 | i | i | -3.3
COc1ccccc1N1C(=O)[C@@H]2[C@H](C1=O)[C@H](C(=O)c1ccc(OC(C)=O)cc1)N1N=CC=C[C@@H]21 | i | i | -0.5
Cc1cc(F)ccc1NCc1ccncc1 | i | i | 0.3
CC(C)C(NS(=O)(=O)c1cccc2nsnc12)C(=O)NCc1ccc2c(c1)OCO2 (stereo not given) | i | i | -0.3
O=C(NCCCN1CCCC1)c1ccc2c(Cl)c3c(nc2c1)CCCC3 | i | i | 1.2
CC(C)(C)c1ccc(/C=N/NC(=O)C(=O)NCCCN2CCOCC2)cc1 | i | i | 0.0
CC(NC(=S)N1CCN(c2ccccc2)CC1)c1ccccc1 (stereo not given) | i | i | -0.5
CCCCN(C(=O)CSCc1ccc(C)cc1)c1c(N)n(CCC)c(=O)[nH]c1=O | i | i | -3.3
Cc1ccc(-c2sc(-c3cccnc3)nc2CC(=O)O)cc1 | i | i | -0.8
COc1ccc(-c2csc3ncnc(N4CCN(S(=O)(=O)c5ccc(Cl)s5)CC4)c23)cc1 | i | i | -1.3
COc1ccc(C(C(=O)NC2CCCC2)N(C(=O)c2ccoc2C)c2cc(C)cc(C)c2)cc1 (stereo not given) | i | i | -0.8
CC(C)CNC(=O)Nc1ccc(F)c(Cl)c1 | i | i | -0.2
COc1cc(OC)c(NC(=O)Nc2ccc(OC)c(OC)c2)cc1Cl | i | i | 0.2
CCN(CC)S(=O)(=O)c1ccc(N2CCOCC2)c(NS(=O)(=O)c2ccc(C(C)C)cc2)c1 | i | i | -1.1
COc1ccc(-c2noc(COc3ccc4ccccc4c3Br)n2)cc1OC | i | i | 0.4
O=C(/C=C/c1ccco1)Oc1cccc2cccnc12 | i | i | 0.2
O=C(COc1ccc(Cl)cc1Cl)Nc1ccc(CN2CCOCC2)cc1 | i | i | -1.2
Cc1nc2ccccn2c1C(=O)NC1CCCCC1 | i | i | -0.9
CC(C)OCCCNC(=O)c1ccc(NC(=O)C2CCCO2)cc1 (stereo not given) | i | i | -2.8
COc1ccc(NC(=O)CSc2nnc(Cn3c(=O)sc4ccccc43)n2C)c(OC)c1 | i | i | -0.9
CCC(c1nc2ccccc2c(=O)n1CCN1CCOCC1)N1C(=O)c2ccccc2C1=O (stereo not given) | i | i | -1.2
COc1ccc(/C=C/c2cc(C(F)(F)F)on2)cc1 | i | i | -2.7
COc1cccc(CN(CC(=O)NCc2ccc(F)cc2)C(=O)c2ccco2)c1 | i | i | -0.2
COc1ccc(S(=O)(=O)NCc2cccnc2)cc1C(=O)Nc1ccccc1 | i | i | -0.1
CCCCn1c(SCC(=O)Nc2cc(C)on2)nnc1-c1cccnc1 | i | i | -1.2
CNc1nc(Cl)nc(NC(C)(C)C)n1 | i | i | -3.6
COc1ccc(CCn2c(C)cc(C(=O)CSc3nnnn3-c3ccccc3)c2C)cc1 | i | i | -3.0
CCCC(c1nnnn1Cc1ccccc1)N1CCN(c2ccccc2OC)CC1 (stereo not given) | i | i | -2.6
O=C(O)/C=C/C(=O)Nc1ccccc1-c1ccccc1 | i | i | .
COc1cc(C(=O)OCC(=O)N2CCCCC2C)cc(NC(=O)c2cccs2)c1OC (stereo not given) | i | i | -1.3
O=C(COc1ccccc1)NCC(=O)N1CCCC1 | i | i | -1.2
CCc1c(O)nc(SCc2ccc(F)cc2)[nH]c1=O | i | i | 0.2
c1ccc(N2CCN(c3nc4ccccc4[nH]3)CC2)nc1 | i | i | -0.5
Cc1nnc(SCc2nnc(-c3cccs3)o2)n1Cc1ccccc1 | i | i | .
O=C(CC1C(=O)NCCN1C(=O)Nc1ccc(C(F)(F)F)cc1)Nc1ccc(F)cc1 (stereo not given) | i | i | -1.8

Additional compounds follow.
SMILES | CHT PAM | CHT inh | STK33 kinase inh
CCN(CC)c1ccc(S(=O)(=O)N2CCOCC2)cc1NC(=O)CSc1n[nH]c(N)n1 | i | i | 2.7
CCOc1ccc(S(=O)(=O)N/N=C\c2ccc3c(c2)OCO3)cc1 | i | i | -1.4
NC(=O)C1CCN(Cc2nc3cc(Cl)ccc3c(=O)[nH]2)CC1 | i | i | 0.8
CCOC(=O)C1(CC2CC2)CCN(C(=O)c2cc(OC)nc3ccccc23)CC1 | i | i | -1.3
Cc1ccc(F)cc1NC(=O)c1cccc(N(C)C)c1 | i | i | 0.3
